Screening data: PubChem, several laboratories
Tb MetRS inh: blocks T. brucei methionyl-tRNA synthetase activity; 360,000 tested, 0.4% active; purified T. brucei MetRS, ATP depletion, Kinase-Glo luminescence; inhibition, % at 11.9 µM;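 active = inhibition above a per-plate cutoff of the control wells' mean inhibition plus 3 SD, cut at about 5.5% in these data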;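 note: 0% = DMSO wells median and 100% = median of wells with control inhibitor compound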
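Test system – parasite MetRS enzyme · Reagent – substrates ATP, L-methionine and bulk Escherichia coli tRNA · Doses – 11.9 µM compound single dose, 0.9% DMSO · Times – 15 min enzyme-compound preincubation, 2 h reaction, 10 min detection, 25 °C · Signal – Kinase-Glo luminescence, ATP depletion format · Controls – DMSO-only wells as low control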
MsrA inh: bovine MsrA inhibition; purified bovine MsrA, absorbance read-out; inhibition, % at 15.5 µM; 360,000 tested, 0.75% active; AID 651718; in the data active = inhibition above about 4.5%;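 note: 0% = vehicle wells with enzyme and 100% = reference inhibitor wells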
DNMT1 block: inhibitors of human DNMT1; inhibition (reported as % activation of signal), % at 10 µM; DNMT1 molecular beacon, Hinp1I cleavage, fluorescence; 360,000 tested, 0.83% active; in the data active = inhibition above about 50%
LMPTP inh: blocks human LMPTP phosphatase; inhibition, % at 20 µM; 360,000 tested, 0.22% active; AID 651560; recombinant LMPTP-A, OMFP fluorogenic substrate, fluorescence intensity;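 active = compounds that cut the enzyme signal by at least half of the control window in the single-dose screen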;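 note: plate controls were DMSO wells with enzyme plus substrate for no effect and substrate without enzyme for full effect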
Target sequence (P24666 whole entry, looked up): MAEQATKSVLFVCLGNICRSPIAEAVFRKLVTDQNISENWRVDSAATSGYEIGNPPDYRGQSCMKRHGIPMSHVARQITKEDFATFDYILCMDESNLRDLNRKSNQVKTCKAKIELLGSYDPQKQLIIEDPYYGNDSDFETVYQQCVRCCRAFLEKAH
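Test system: LMPTP-A phosphatase enzyme. Amount: LMPTP-A at 0.625 nM final in the reaction. Reagent: OMFP substrate, 400 µM final. Times: 50 min at room temperature. Signal: endpoint fluorescence intensity from OMFP dephosphorylation. Read-out basis: % inhibition. Benchmarks: no-enzyme and uninhibited controls.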
CSN inh: blocks human CSN-mediated cullin deneddylation. AID 651999. Purified CSN, SCF-Nedd8-OG deneddylation, fluorescence polarization. inhibition, % at 12.5 µM. 360,000 tested, 0.38% active;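 active = pattern-corrected inhibition above about 35%, with an unprinted fluorescence ratio check between 0.5 and 1.5, limit read from the data, passing the limit was not always enough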;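 note: 0% = enzyme with substrate and 100% = substrate without enzyme; some results filed as inactive read as strong as hits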
Target sequence (Q92905 whole entry, looked up, one chain of several): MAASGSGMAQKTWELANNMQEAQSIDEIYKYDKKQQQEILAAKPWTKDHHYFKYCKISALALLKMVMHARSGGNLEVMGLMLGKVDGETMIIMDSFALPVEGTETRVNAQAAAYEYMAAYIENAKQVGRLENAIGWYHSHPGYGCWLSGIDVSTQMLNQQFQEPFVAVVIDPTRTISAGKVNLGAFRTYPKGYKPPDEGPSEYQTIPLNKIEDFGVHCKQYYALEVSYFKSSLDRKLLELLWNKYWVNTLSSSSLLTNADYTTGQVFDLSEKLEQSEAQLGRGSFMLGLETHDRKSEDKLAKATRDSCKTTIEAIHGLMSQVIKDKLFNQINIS
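Assay system: purified human Csn5 enzyme expressed in HEK293T cells; measure: % inhibition; also added: SCFSkp2-Nedd8OG substrate at 10 nM final; technique: fluorescence polarization; times: reaction 90 min, room temperature; medium: Tris buffer pH 7.5, NaCl, DTT, Tween-20, trehalose, ovalbumin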
Scp1 inh: Scp-1 (human) phosphatase inhibition; Q9GZU7; Recombinant Scp1, phosphopeptide, malachite green phosphate absorbance; inhibition, % at 20 µM; 340,000 tested, 0.88% active; AID 493091;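 active = inhibition above about 50% at 20 µM, limit read from the data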;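 note: plate controls were DMSO wells with enzyme for no effect and wells lacking enzyme for full effect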
Target sequence (Q9GZU7 76-261 limits assumed): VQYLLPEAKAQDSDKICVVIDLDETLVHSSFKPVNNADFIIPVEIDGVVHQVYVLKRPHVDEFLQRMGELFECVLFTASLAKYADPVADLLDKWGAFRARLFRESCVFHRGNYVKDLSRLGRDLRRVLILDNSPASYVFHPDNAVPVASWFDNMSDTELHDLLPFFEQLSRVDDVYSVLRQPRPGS
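Test system – truncated SCP-1 phosphatase (76-261aa) · Reagent – Phosphorylated 17-residue peptide substrate · Incubation – 45 min room-temperature reaction, 5 min colour, 30 min stabiliser · Detection – colorimetric phosphate reagent with accelerator and stabiliser, absorbance at 630 nm · Measure – % inhibition at 20 µM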
NadD block: blocks S. aureus nicotinate mononucleotide adenylyltransferase; inhibition, % at 20 µM; purified NadD enzyme, colorimetric absorbance read-out; 360,000 tested, 0.78% active; in the data active = inhibition above about 26%; note: some compounds past the cut are filed as inactive
Rpn11 inh: Rpn11 (human) deubiquitinase inhibition; O00487; human 26S proteasome, Ub4-pepOG fluorescence polarization; 20S core pre-blocked with epoxomicin; calls only at 20 µM; 360,000 tested, 0.59% active;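 active = inhibition at 20 µM, scaled to each plate's controls, above about 33%, limit read from the data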
Target sequence (O00487 whole entry, looked up): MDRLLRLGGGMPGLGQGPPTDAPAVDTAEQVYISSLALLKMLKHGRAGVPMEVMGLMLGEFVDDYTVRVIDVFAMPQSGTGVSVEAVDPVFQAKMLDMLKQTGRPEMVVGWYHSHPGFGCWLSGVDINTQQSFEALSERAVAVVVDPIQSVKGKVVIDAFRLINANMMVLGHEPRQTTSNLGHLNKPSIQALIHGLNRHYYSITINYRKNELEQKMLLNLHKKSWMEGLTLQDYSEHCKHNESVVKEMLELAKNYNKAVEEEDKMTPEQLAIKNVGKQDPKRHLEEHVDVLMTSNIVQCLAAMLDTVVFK
STEP block: blocks human striatal-enriched tyrosine phosphatase; P54829; recombinant STEP, OMFP fluorogenic substrate, fluorescence; inhibition, % at 20 µM; 360,000 tested, 0.25% active;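 active = inhibition at 20 µM, scaled per plate between control wells, above about 37%, limit read from the data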;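 note: 0% = DMSO with enzyme and substrate and 100% = substrate only without enzyme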
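Also added – OMFP at 25 µM · Test system – STEP tyrosine phosphatase · Technique – FITC-channel fluorescence of OMFP product · Schedule – 20 min at room temperature, dark · Evaluation – control-normalized % inhibition with plate pattern correction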
SUMO1 PPI mod: modulators of human SUMO1-mediated protein-protein interactions | P63165 | SUMO1 binding to a labelled peptide, TR-FRET, 1 h | inhibition, % at 20 µM | 360,000 tested, 0.33% active; in the data active = inhibition above about 37%
Starred values were filed as active, the others as inactive; i = inactive; . = not tested or not shown.

SMILES	Tb MetRS inh	MsrA inh	DNMT1 block	LMPTP inh	CSN inh	Scp1 inh	NadD block	Rpn11 inh	STEP block	SUMO1 PPI mod
CC(C)c1nnc(NC(=O)c2ccc(N3C(=O)CCC3=O)cc2)s1	0.1	-0.4	5	-0.7	-3	-1	5	i	-1	-3
COc1ccc(C2(C(=O)N3CCOCC3)CCOCC2)cc1OC	-0.5	0.1	1	-1.1	2	-3	0	i	3	-3
COc1ccc(C(=O)/C=C/c2ccsc2)cc1CSCC(=O)O	-0.3	4.7*	11	1.4	3	3	-1	i	4	3
COc1ccccc1CN1C(=O)c2ccccc2C1C(=O)NC1CCC(C)CC1 (centres undefined)	-0.1	0.4	-2	0.3	2	-5	3	i	1	-3
Cc1ccc(-c2nnc(N3CCN(C(=O)c4cccs4)CC3)c3ccccc23)cc1	-0.2	-0.7	-2	0.5	2	-4	6	i	5	6
CCOC(=O)c1cccc(NC(=O)C2CCCN(S(=O)(=O)c3c(C)n[nH]c3C)C2)c1 (centres undefined)	-0.4	-1.6	-2	-2.6	5	-5	-4	i	-2	1
O=C(CSc1ncn[nH]1)Nc1nsc(-c2ccccc2)n1	0.4	-1.0	-5	-2.5	0	-7	-2	i	-5	2
CC1Cc2ccccc2N1C(=O)CSc1nnc(-c2ccccc2)c(-c2ccccc2)n1 (centres undefined)	-1.9	0.4	-10	3.0	10	-11	5	i	-1	-2
O=C(c1cc(Br)ccc1OC(F)F)N1CCN2CCCC2C1 (centres undefined)	-0.1	0.4	1	-0.8	-1	0	0	i	-3	-1
COc1ccc(OC)c2sc(NC(=O)C3CC3)nc12	-0.3	0.4	-4	0.1	-1	-8	-2	i	0	-2
COc1ccccc1NC(=S)N(CCN1CCCCCC1)Cc1cccs1	-1.1	-0.4	-1	0.0	3	-1	-6	i	5	1
Cc1nccn1CCCNC(=O)CC1C(=O)NCCN1Cc1ccccc1C(F)(F)F (centres undefined)	0.1	-0.3	-5	-2.5	-5	2	-11	i	0	-8
COc1ccc(CCNC(=O)C2CC3Cn4c(nc5ccccc54)C3N2c2ccccc2)cc1 (centres undefined)	-0.2	0.2	3	-2.2	4	-3	-1	i	1	3
CNC(=O)CN1C(=O)C2C3C=CC(C3)C2C1=O (centres undefined)	0.6	-0.5	0	-2.1	4	-4	-3	i	0	1
CCOP(=O)(c1ccccc1)C1(C#N)CCCC1 (centres undefined)	-1.2	0.4	0	-0.5	-10	7	1	i	-2	-1
COc1cc(/C=N/Nc2ccc(C(F)(F)F)cn2)cc(OC)c1O	-1.1	3.5	1	2.9	-1	-7	-7	i	0	-4
CC(=O)c1ccc(NC(=O)C2=CC(c3cccs3)=NS(=O)(=O)N2C)cc1	0.2	2.0	-2	1.3	-6	-14	-6	i	-2	-39
CNC(=S)Nc1ccc2nc(C)oc2c1	2.2	0.3	6	-0.7	-1	-12	-1	i	-4	-2
CN(Cc1cn(C)nc1-c1cccc(Cl)c1)CC1CCCCO1 (centres undefined)	-0.1	0.8	3	-1.0	-5	-2	-4	i	-1	2
Cc1cccc2cc(C#N)c(NCCNS(=O)(=O)c3ccccc3)nc12	-0.8	0.0	0	-0.5	-1	-3	-4	i	6	-2
O=[N+]([O-])c1cc(S(=O)(=O)Nc2cccc(C(F)(F)F)c2)ccc1-n1nnc2ccccc21	-0.7	0.0	-16	3.4	-4	-4	0	i	2	-17
COC(=O)NCc1ccc(S(=O)(=O)N2CCOCC2)cc1	-0.3	-1.3	-1	-1.4	4	3	8	i	0	1
COC(=O)Nc1ccc(S(=O)(=O)Nc2ccc(O)cc2)cc1	0.1	-0.5	0	-1.7	-1	-4	1	i	-2	5
CCOCCOC(=O)CCSc1n[nH]c(=O)[nH]c1=O	-0.4	0.1	2	-0.5	-1	-3	1	i	1	3
COCC(C)N=C1NN=C(c2cc(C)n(Cc3ccccc3Cl)c2C)CS1 (centres undefined)	0.2	-0.1	-14	2.9	6	3	4	i	1	-5

Whole records from above. Order of screens: Tb MetRS inh	MsrA inh	DNMT1 block	LMPTP inh	CSN inh	Scp1 inh	NadD block	Rpn11 inh	STEP block	SUMO1 PPI mod
Shown for `O=[N+]([O-])c1cc(S(=O)(=O)Nc2cccc(C(F)(F)F)c2)ccc1-n1nnc2ccccc21` = -0.7	0.0	-16	3.4	-4	-4	0	i	2	-17
Shown for `CCOCCOC(=O)CCSc1n[nH]c(=O)[nH]c1=O` = -0.4	0.1	2	-0.5	-1	-3	1	i	1	3

Following part
SMILES	Tb MetRS inh	MsrA inh	DNMT1 block	LMPTP inh	CSN inh	Scp1 inh	NadD block	Rpn11 inh	STEP block	SUMO1 PPI mod
CCCCN(C)CCC(=O)Nc1ccc(Cl)cc1	0.2	1.3	7	-1.6	-7	-5	-3	i	-3	-1
COC(=O)COc1ccc(S(=O)(=O)NC2CCCCCC2)cc1	-1.1	1.0	7	-0.8	-3	-2	-3	i	-2	2
CC(=O)n1cc(/C=C2/N=C(c3ccccc3)OC2=O)c2ccccc21	0.4	1.5	6	-0.9	11	-10	8	.	-2	-7
CC(C)=NNc1nc(-c2ccc(N3C(=O)CCC3=O)cc2)cs1	0.7	0.4	-8	-0.1	3	-11	5	i	8	-13
CC(C)CC(N)c1csc(NC(=O)Nc2ccccc2C(C)C)n1 (centres undefined)	-0.2	0.1	-1	-1.3	1	.	-1	i	0	-1
COc1ccc(C(=O)Nc2cc(C(C)=O)c(/C=C/N(C)C)oc2=O)cc1	-0.7	1.2	1	3.4	52*	-14	8	.	0	-28
O=C(OCc1cc(Cl)ccc1OC(F)F)c1cccnc1	0.4	0.0	-2	-0.4	2	-4	2	i	1	3
COc1ccc2[nH]c3c(c2c1)CCN1C(=O)N([C@@H](C)C(=O)NC2CC2)C(=O)[C@]31C	0.2	-0.4	-13	-1.1	-7	7	4	i	-2	4
CCN(CC)S(=O)(=O)c1cc([N+](=O)[O-])ccc1N=Nc1c(O)n(C)c2ccccc12	0.7	-0.2	8	0.3	0	-5	-13	i	-5	-4
O=Cc1c(Cl)cccc1Cl	-0.4	0.1	-1	0.2	2	-6	2	i	1	5
CNc1cnc(-c2ccccc2OC)cn1	-0.2	2.8	-4	0.0	-1	.	2	i	-2	-6
CC1(C)Oc2ccc3ccc(=O)oc3c2C(/C=N/O)C1=O (centres undefined)	-0.6	1.6	1	-0.7	-1	1	-4	i	-2	-3
CCOC(=O)C1C2C=CC3(CN(Cc4cccs4)C(=O)C13)O2 (centres undefined)	-0.5	2.1	5	-0.2	4	8	-2	i	1	-1
c1ccc(-c2sc3ccccc3c2-c2ccc(OCCN3CCCC3)cc2)cc1	-0.4	-2.1	16	2.6	2	7	5	i	3	-155
COc1ccc([C@@H]2Sc3ccccc3N(CCN(C)C)C(=O)[C@@H]2OC(C)=O)cc1	-1.7	-1.5	5	-1.1	0	-4	-7	i	-1	2
O=C1OC(Oc2ccccc2)(c2ccccc2)c2ccccc21 (centres undefined)	-1.4	-0.8	-3	2.5	-1	-8	1	i	-1	32
Nc1ccc(C(=O)N/N=C/c2cn(Cc3cccc(F)c3)c3ccccc23)cc1	0.1	1.5	-7	4.1	0	-5	9	i	2	-8
COc1ccc(/C=C2\CCn3c2nc2cc(C(=O)O)ccc2c3=O)cc1	-0.7	3.2	2	-1.2	2	-1	-1	i	0	-22
CSCC[C@H](NC(=O)Nc1cccc(C(F)(F)F)c1)C(=O)O	0.1	0.3	-1	-1.9	-1	-3	-7	i	5	1
N#CCCN(Cc1cccnc1)C(=S)NC(=O)c1ccc(S(=O)(=O)N2CCCC2)cc1	0.2	0.0	-3	-0.4	-6	-3	1	i	-3	-1
O=C(NCc1cccc(C(F)(F)F)c1)c1cc(Cl)cc(Cl)c1	0.4	0.1	2	3.6	3	-9	-2	i	0	-2
COc1ccc(C(=O)NCc2ccccc2OC)cc1	-0.1	-0.6	1	-1.9	-4	0	-5	i	1	3
O=C(Nc1c(-c2ccc(Cl)cc2)[nH][nH]c1=O)c1ccccn1	-0.5	-0.9	-17	1.3	-2	.	3	i	-1	10
CCN(CC(=O)Nc1ccc(C(C)=O)cc1)CC(=O)Nc1ccccc1C(F)(F)F	-0.2	-1.2	3	-0.4	0	-2	5	i	-2	-1
CCN(CC(=O)NC(=O)NCc1ccccc1)Cc1ccccc1	0.2	-2.4	2	-1.9	-3	-7	-3	i	-3	-5

Some of these compounds in order of count of non-hydrogen atoms, high to low.
SMILES	Tb MetRS inh	MsrA inh	DNMT1 block	LMPTP inh	CSN inh	Scp1 inh	NadD block	Rpn11 inh	STEP block	SUMO1 PPI mod
Nc1ccc(C(=O)N/N=C/c2cn(Cc3cccc(F)c3)c3ccccc23)cc1	0.1	1.5	-7	4.1	0	-5	9	i	2	-8
COc1ccc(C(=O)Nc2cc(C(C)=O)c(/C=C/N(C)C)oc2=O)cc1	-0.7	1.2	1	3.4	52*	-14	8	.	0	-28
CCOC(=O)C1C2C=CC3(CN(Cc4cccs4)C(=O)C13)O2 (centres undefined)	-0.5	2.1	5	-0.2	4	8	-2	i	1	-1
CCCCN(C)CCC(=O)Nc1ccc(Cl)cc1	0.2	1.3	7	-1.6	-7	-5	-3	i	-3	-1

Other results follow:
SMILES	Tb MetRS inh	MsrA inh	DNMT1 block	LMPTP inh	CSN inh	Scp1 inh	NadD block	Rpn11 inh	STEP block	SUMO1 PPI mod
CCCCn1nnc(NC(=S)NC(=O)c2ccc(OCC)c([N+](=O)[O-])c2)n1	-0.2	0.3	0	0.6	-2	-16	2	i	-4	-22
COc1ccc(N2CCN(C3CCCN(C(=O)CCN4CCCCO4)C3)CC2)cc1 (centres undefined)	0.0	-0.7	5	-0.8	-3	0	23	i	-2	2
COc1cc(NC(=O)CCS(=O)(=O)c2ccc3nc(C)sc3c2)cc(OC)c1OC	-0.6	0.8	0	-1.7	1	9	-7	i	-3	5
COc1ccc(CN2C[C@@H](CO)O[C@@H](n3cnc4c(NC5CC5)ncnc43)C2)cc1	-0.1	-0.6	0	-0.9	4	.	-3	i	0	-3
O=C(Cn1cc(C(F)(F)F)ccc1=O)Nc1ccccc1	-0.6	-0.1	0	0.4	-2	-9	-7	i	1	2
COc1ccc(C2/C=C\CN(CC3CC3)CC(=O)N2Cc2ccc(F)cc2)cc1 (centres undefined)	-0.3	-0.3	1	1.5	1	4	2	i	-2	1
CCOC(=O)C1C(=O)C(C(=O)OCC)C(c2cccnc2)NC1c1cccnc1 (centres undefined)	-0.3	0.2	0	2.3	-1	-5	0	i	0	-2
c1ccc(Oc2ccc3ccccc3n2)cc1	-0.6	1.8	2	-2.1	-2	-5	1	i	-1	-1
COCCCN1C(=O)c2ccc(C(=O)N3CCN(c4ccccc4OC)CC3)cc2C1=O	-0.6	-0.3	-2	-0.8	0	19	-2	i	-3	-23

Random draw from the library. Share with any hit: about 3.9%.
